# Assay outcomes as filed in PubChem BioAssay.
# hcGAS lum: Primary biochemical luminescence assay for human cyclic GMP-AMP synthase inhibitors | inhibition, % at 12.5 µM | recombinant h-cGAS, ATP depletion, Kinase-Glo luminescence | Q8N884 | 0.081% of 290,000 active;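 also: 0% = vehicle reaction and 100% = reaction without DNA for no activity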
# Target sequence (Q8N884 whole entry, looked up): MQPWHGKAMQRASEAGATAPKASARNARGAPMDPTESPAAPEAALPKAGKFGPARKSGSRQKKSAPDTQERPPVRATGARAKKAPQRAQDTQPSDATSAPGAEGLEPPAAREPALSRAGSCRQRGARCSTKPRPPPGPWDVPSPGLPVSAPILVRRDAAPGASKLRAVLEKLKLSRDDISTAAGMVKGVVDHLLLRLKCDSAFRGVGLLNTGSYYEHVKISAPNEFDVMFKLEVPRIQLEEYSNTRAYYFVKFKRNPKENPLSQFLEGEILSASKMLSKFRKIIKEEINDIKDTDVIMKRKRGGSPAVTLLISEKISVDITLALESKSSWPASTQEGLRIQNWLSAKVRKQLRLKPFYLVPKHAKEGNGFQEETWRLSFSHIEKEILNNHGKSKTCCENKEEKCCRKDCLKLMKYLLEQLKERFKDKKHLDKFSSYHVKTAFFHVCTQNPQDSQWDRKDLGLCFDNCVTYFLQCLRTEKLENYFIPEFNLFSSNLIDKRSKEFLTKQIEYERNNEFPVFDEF
# NPYLR7 agonist: agonists of mosquito NPYLR7 receptor, primary screen, cell-based, Aedes aegypti, calcium fluorescence, mosquito biting behavior; HEK293T NPYLR7/Galpha15, GCaMP6s calcium fluorescence; activation, % at 10 µM; 0.15% of 270,000 active; Aedes aegypti neuropeptide Y-like receptor 7 (NPYLR7); in the data active = activation above about 40%;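 also: 0% = vehicle and 100% = reference agonist at the receptor; some compounds past the cut are filed as inactive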
# mcGAS lum: cyclic GMP-AMP synthase inhibitors, mouse, primary biochemical chemiluminescence; inhibition, % at 12.5 µM; Q8C6L5; 0.15% of 160,000 active; recombinant cGAS, Kinase-Glo ATP depletion luminescence;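 also: 0% = negative control wells and 100% = reference inhibitor with no enzyme activity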
# Active calls of the source: *; nt = no result given. Rule as the data show it, unless noted: active = inhibition above about 40%; inactive = the rest.
[1] CC(C(=O)Nc1ccc2c(c1)C(=O)N(CC1CC1)C2=O)n1ccnc1 (stereo unspecified)
[2] COc1cc2nc(N3CCC(c4nncn4C)CC3)cc(C)c2cc1OC
[3] Cc1cc(-c2c(-c3ccccc3)ncn2C(c2ncnn2C)C2CC2)n[nH]1 (stereo unspecified)
[4] CCSc1nnc2c(n1)OC(c1ccc(O)c(OC)c1)Nc1ccccc1-2 (stereo unspecified)
[5] CC(C)=CCC/C(C)=C/CNC(=O)C(C)(C)Oc1ccc(CCNC(=O)c2ccc(Cl)cc2)cc1
[6] CCCS(=O)(=O)c1ccc(N2CCN(c3ccc(F)cc3)CC2)nn1
assay / compound	1	2	3	4	5	6
hcGAS lum	-8.1	2.5	4.9	-2.3	-3.5	-0.8
NPYLR7 agonist	-0.5	-2.4	-1.7	-3.9	-7.4	nt
mcGAS lum	nt	-0.6	-2.7	-4.5	-6.3	-6.0

[7] COc1cc(N=Cc2nc(-c3ccccc3)oc2O)c(C(=O)O)cc1OC
[8] COC(=O)C(C)NC(=O)C1CCN(S(=O)(=O)c2ccc(F)cc2)CC1 (stereo unspecified)
[9] Cc1noc(C)c1C(C)C(=O)N(C)c1ccc(Oc2ccccc2)cc1 (stereo unspecified)
[10] COCCN(Cc1nccn1Cc1c(F)cccc1Cl)C(=O)c1cccc(F)c1
[11] Cn1nc(Sc2ccc3c(c2)OCCO3)c(=O)n(C)c1=O
[12] CCc1nc2ccc(C(=O)N3CCN(S(=O)(=O)CC)CC3)cn2c1N(C)Cc1cc2ccccc2s1
assay / compound	7	8	9	10	11	12
hcGAS lum	7.4	1.4	3.4	8.2	-6.0	-2.9
NPYLR7 agonist	4.2	-1.6	-3.7	1.2	-4.2	-1.3
mcGAS lum	0.4	-2.9	nt	-3.4	nt	-4.1

# Laid out differently: entries from further up
# Values run as follows: hcGAS lum | NPYLR7 agonist | mcGAS lum
10: COCCN(Cc1nccn1Cc1c(F)cccc1Cl)C(=O)c1cccc(F)c1
    8.2 | 1.2 | -3.4
7: COc1cc(N=Cc2nc(-c3ccccc3)oc2O)c(C(=O)O)cc1OC
    7.4 | 4.2 | 0.4

# Next section
[13] O=C(Nc1nccs1)c1c(O)c2c([nH]c1=O)CCCC2
[14] CCN(C(C)=O)c1nc(CN2CCCN(S(C)(=O)=O)CC2)cs1
[15] Cc1cc(C)n(CCNC(=O)c2cccc3c2OCC3)c(=O)n1
[16] CC(C)c1cc(Oc2ccccc2F)nc(SCc2cccc(C#N)c2)n1
[17] COc1cccc(CC2(CO)CCCN(C(=O)CCCc3ccc(Cl)cc3)C2)c1 (stereo unspecified)
[18] COc1cc(/C=C2N=C(/C=C/c3ccc(Cl)cc3)OC/2=O)cc(OC)c1OC
assay / compound	13	14	15	16	17	18
hcGAS lum	-7.2	-6.3	-8.8	-8.5	-0.7	0.5
NPYLR7 agonist	5.6	-1.7	nt	2.1	3.5	-15.7
mcGAS lum	nt	-7.4	-12.9	-7.3	nt	-1.3

[19] CC1CCC(NC(=O)C(C)n2cncn2)CC1 (stereo unspecified)
[20] CC(C)C(NS(=O)(=O)c1cccs1)C(=O)NNC(=O)c1ccccc1O (stereo unspecified)
[21] CCOc1ccc(C2NC(=O)NC3=C2C(=O)N(CC(OC)OC)C3)cc1 (stereo unspecified)
[22] CCc1nn(-c2ccc(C)cc2)c(CC)c1C(=O)NC1CC1
[23] COCCN(CC(=O)N(Cc1ccc(F)cc1)Cc1ccc(C)s1)C(=O)c1ccc(OC)cc1
[24] O=C(c1cc2ncc(CCO)cn2n1)N1CCC1c1ccc(F)cc1 (stereo unspecified)
assay / compound	19	20	21	22	23	24
hcGAS lum	-1.0	-5.4	-7.8	-6.4	-2.4	-6.2
NPYLR7 agonist	3.0	3.5	2.1	nt	0.0	0.2
mcGAS lum	nt	-9.3	nt	-9.6	-3.7	-12.5

[25] CC(C)(Cc1ccc(F)cc1)NC(=O)c1cccnc1Oc1ccc(Cl)cc1
[26] CCC(Cn1ccnc1-c1ccoc1)N1CCOCC1 (stereo unspecified)
[27] Cn1c(=O)c2cc(C(=O)NCCc3ccccc3)n(Cc3ccco3)c2n(C)c1=O
[28] CCOc1ccc(N2C(=O)CSC2c2cccc(NC(=O)Cc3cccs3)c2)cc1 (stereo unspecified)
[29] Cn1cc(CCCN2CCN(Cc3nccn3C(F)F)CC2)cn1
[30] CNc1ncccc1C(=O)N(Cc1ccc(SC)cc1)C1CC1
assay / compound	25	26	27	28	29	30
hcGAS lum	-4.5	-3.3	-6.9	-9.0	-4.5	-4.2
NPYLR7 agonist	-2.7	2.0	-1.2	-5.4	1.5	-4.3
mcGAS lum	-4.1	nt	-8.6	-5.6	nt	nt

[31] CCOc1ccc(C(c2c(O)cc(C)n(CCOC)c2=O)N2CCC(C)CC2)cc1 (stereo unspecified)
[32] CCc1ccc(C(C)Nc2c(C#N)c(=O)n(C)c(=O)n2C)cc1 (stereo unspecified)
[33] COc1ccccc1N1CCN(C(=O)c2cc(-c3ccc(C)o3)nn2-c2ccc(C)cc2C)CC1
[34] Cc1ccc(F)c(NC2CCCN(C(=O)c3ccc(Cl)cc3)C2)c1 (stereo unspecified)
[35] Cn1nc(C(C)(C)C)cc1NC(=O)C1(C)CCN1C(=O)c1ccc(C(C)(C)C)cc1 (stereo unspecified)
[36] Cc1ccc(NC(=O)CCCn2c(=O)oc3cc([N+](=O)[O-])ccc32)nc1
assay / compound	31	32	33	34	35	36
hcGAS lum	-6.6	-3.3	-7.2	3.7	-6.2	-12.9
NPYLR7 agonist	8.8	3.6	-2.0	1.8	1.5	10.9
mcGAS lum	nt	nt	-0.8	nt	-3.4	-0.8

[37] CCCNc1cc(C)nc2c(C)c(-c3ccc(OC)c(OC)c3)nn12
[38] OC(c1ccc(CN2CCOCC2)cc1)c1nnc(Nc2cccc(Cl)c2)s1 (stereo unspecified)
[39] CCOCCCNC(=O)c1cc(NC(=O)CCC(=O)OCC)ccc1N1CCCCC1
[40] CC1=C(C(=O)OCCOc2ccccc2)C(c2ccc(N(C)C)cc2)NC(=O)N1 (stereo unspecified)
[41] O=C(CCC(=O)N1CCC(O)(Cn2ccnc2)CC1)NC1CCCC1
[42] Cc1cc(-c2nnc(N)o2)n(C)n1
assay / compound	37	38	39	40	41	42
hcGAS lum	1.9	-3.3	3.4	-5.8	-4.5	-10.4
NPYLR7 agonist	-1.2	2.5	-4.9	-5.3	1.6	2.2
mcGAS lum	-1.6	-6.1	1.5	nt	nt	nt

[43] Cc1nc(NCCc2nc(C)c3c(n2)CCCC3)c2cnn(C)c2n1
[44] CCOc1ccc(OCCNS(=O)(=O)c2ccc3c(c2)CC(C)N3C(C)=O)cc1 (stereo unspecified)
[45] Oc1oc(-c2ccco2)nc1C=Nc1ccccc1
[46] COc1cccc(NC(=O)N2CCN(CC(OCc3ccc(C)cc3)c3cccc(OC)c3)CC2)c1 (stereo unspecified)
[47] CC1=C(C(=O)OC(C)C)C(c2cccc(F)c2)C2=C(CCCC2=O)N1 (stereo unspecified)
[48] C[C@]12C=CC(=O)C=C1CCC1C2C(=O)C[C@@]2(C)C1CC[C@]2(O)C(=O)CO (stereo partly specified)
assay / compound	43	44	45	46	47	48
hcGAS lum	-0.7	-4.0	-3.7	-11.6	-2.1	-3.1
NPYLR7 agonist	0.6	-10.6	-3.0	nt	-5.1	-6.3
mcGAS lum	-12.8	nt	-3.3	-6.3	-3.2	nt

[49] CNS(=O)(=O)c1ccc2c(c1)OCCO2
[50] CCCCCC(=O)N1CC(=O)N(Cc2ccc(C)cc2)CC(O)C1 (stereo unspecified)
[51] COC(=O)c1ccccc1NC(=O)N1CCc2cc(OC)c(OC)cc2C1c1ccccc1Cl (stereo unspecified)
[52] C=CCNc1nc2c(c(=O)[nH]c(=O)n2C)n1CC(O)CO (stereo unspecified)
[53] O=C(CCCn1nnnc1CN1CCc2ccccc2C1)NCC1COCCO1 (stereo unspecified)
[54] CCc1cc(CN2CCOc3c(cc(-c4cccs4)cc3OC)C2)[nH]n1
assay / compound	49	50	51	52	53	54
hcGAS lum	-8.8	-6.1	-0.8	-2.6	-7.3	-3.8
NPYLR7 agonist	-4.6	5.7	20.7	4.1	2.7	2.0
mcGAS lum	nt	-7.0	-5.0	-0.8	-3.8	nt

# 7 entries already listed, ordered by molar mass, ascending.
[52] C=CCNc1nc2c(c(=O)[nH]c(=O)n2C)n1CC(O)CO (stereo unspecified)
[50] CCCCCC(=O)N1CC(=O)N(Cc2ccc(C)cc2)CC(O)C1 (stereo unspecified)
[47] CC1=C(C(=O)OC(C)C)C(c2cccc(F)c2)C2=C(CCCC2=O)N1 (stereo unspecified)
[48] C[C@]12C=CC(=O)C=C1CCC1C2C(=O)C[C@@]2(C)C1CC[C@]2(O)C(=O)CO (stereo partly specified)
[54] CCc1cc(CN2CCOc3c(cc(-c4cccs4)cc3OC)C2)[nH]n1
[51] COC(=O)c1ccccc1NC(=O)N1CCc2cc(OC)c(OC)cc2C1c1ccccc1Cl (stereo unspecified)
[46] COc1cccc(NC(=O)N2CCN(CC(OCc3ccc(C)cc3)c3cccc(OC)c3)CC2)c1 (stereo unspecified)
assay / compound	52	50	47	48	54	51	46
hcGAS lum	-2.6	-6.1	-2.1	-3.1	-3.8	-0.8	-11.6
NPYLR7 agonist	4.1	5.7	-5.1	-6.3	2.0	20.7	nt
mcGAS lum	-0.8	-7.0	-3.2	nt	nt	-5.0	-6.3

# The list continues:
[55] O=C(c1ccc(NS(=O)(=O)c2ccc3[nH]c(=O)[nH]c3c2)cc1)N1CCC1
[56] Cc1nc(C)c(C(=O)NCc2cccnc2N(C)C2CCCCC2)s1
[57] CC(c1ccc(C(F)(F)F)cc1)N1CCN(CCS(C)(=O)=O)CC1 (stereo unspecified)
[58] O=C1N(CC2CCC2)CCCC1(O)CNCc1ccc2c(c1)OCCCO2 (stereo unspecified)
[59] COc1ccc(CCN(C)C(=O)c2cc(-c3cccs3)nn2-c2ccccc2Cl)cc1OC
[60] Cc1ccccc1C(C)NC(=O)C1CCN(S(=O)(=O)c2ccc3c(c2)OCCCO3)CC1 (stereo unspecified)
assay / compound	55	56	57	58	59	60
hcGAS lum	-7.4	-3.2	-5.0	-8.0	-3.0	-6.7
NPYLR7 agonist	6.4	12.7	3.7	nt	0.9	-8.3
mcGAS lum	-8.6	nt	nt	-12.1	-5.3	nt

[61] O=C(N[C@H]1CC[C@@H]2SC[C@@H](C(=O)NCc3cccnc3)N2C1=O)c1cccc(SC(F)F)c1
[62] C=CCN1C(=O)NC(c2ccsc2)C2=C1CN(Cc1ccccn1)C2=O (stereo unspecified)
[63] CCCCn1c(=N)c(C(=O)OCC)cc2c(=O)n3cccc(C)c3nc21
[64] CCOC(=O)c1sc(N(CC)C(=O)C2CC3CCC2C3)nc1C (stereo unspecified)
[65] COC(=O)C1Cc2nc[nH]c2CN1C(=O)c1cc2n(n1)CCN(C)C2 (stereo unspecified)
[66] O=C(OCc1ccccc1)[C@@H]1C[C@@H](O)CN1C(=O)c1cccnc1N1CCCC1c1ccncc1 (stereo partly specified)
assay / compound	61	62	63	64	65	66
hcGAS lum	-0.9	3.2	-11.2	-1.2	-4.3	-2.5
NPYLR7 agonist	7.3	-1.8	14.6	-2.4	12.2	2.6
mcGAS lum	-4.2	-0.6	-7.4	nt	-9.9	nt

[67] Cc1nnc(SCc2ccccc2F)[nH]c1=O
[68] Cc1nc2n(n1)C(=O)C(C(c1ccccc1)N1CCc3ccccc3C1)S2 (stereo unspecified)
[69] CCOc1ccc(-n2nnc3c(N4CCN(C(=O)c5cc6ccccc6o5)CC4)ncnc32)cc1
[70] CN(C)CCN(C(=O)c1cc(Cl)sc1Cl)c1nc2c(F)cc(F)cc2s1
[71] C=CCNC(=O)c1c(NC(=O)c2ccc([N+](=O)[O-])cc2)sc2c1CCCC2
[72] O=S(=O)(N=C(c1ccccc1F)N1CCCCC1)c1ccccc1
assay / compound	67	68	69	70	71	72
hcGAS lum	1.3	-12.9	-5.9	-0.4	-2.6	2.7
NPYLR7 agonist	-2.9	-4.9	-3.1	-7.9	3.9	-3.2
mcGAS lum	1.5	nt	-6.4	-0.3	-6.1	nt

[73] CN(CCOc1ccccc1F)C(=O)c1ccc[nH]c1=O
[74] CC(C)Oc1ccc(C(=O)Nn2cnc3c(cnn3C(C)(C)C)c2=O)cc1
[75] O=C(NCC1CCOC1)c1cc(Cn2cnc3ccccc32)[nH]n1 (stereo unspecified)
[76] CSc1ccc(C(=O)N2CCC3(CC2)C(=O)NCN3c2ccccc2)c(-c2cccc(F)c2)c1
[77] CCN1CCC(N(C)CCn2cncn2)C(C)C1 (stereo unspecified)
[78] CCc1nc2n(n1)C(=O)C(C(c1cccc(Cl)c1)N1CCN(CC)CC1)S2 (stereo unspecified)
assay / compound	73	74	75	76	77	78
hcGAS lum	-7.8	-11.5	-7.4	-1.1	-14.4	-5.6
NPYLR7 agonist	-0.6	2.6	22.3	-7.9	0.1	-6.2
mcGAS lum	nt	nt	-9.8	-4.7	nt	-7.5

[79] CCN1C(=O)NC(c2cccc(Oc3ccccc3)c2)C2=C1CN(C(CC(C)C)C(=O)NCCc1cccs1)C2=O (stereo unspecified)
[80] CCOC(=O)c1ccc(S(=O)(=O)NCc2ccc3c(c2)OCCO3)cc1
[81] COc1ccc(C2=NCCN=C(C(F)(F)F)C2)cc1
[82] C=CCOC(CN1CCN(C(=O)COCc2ccccc2)CC1)c1cccc(N2CCCC2)c1 (stereo unspecified)
assay / compound	79	80	81	82
hcGAS lum	-2.0	-3.2	-5.6	-7.2
NPYLR7 agonist	-0.6	5.1	-2.4	-5.1
mcGAS lum	-2.5	nt	-2.1	-8.4
